Screening data deposited in PubChem by Sanford-Burnham Center for Chemical Genomics.
SENP8 block = inhibitors of human SENP8 protease. inhibition, % at 20 µM. recombinant SENP8, Nedd8 substrate fluorescence. Q96LD8. 360,000 tested, 0.64% active. AID 602440; in the data active = inhibition mostly above about 40%, no sharp cut-off; inactive = mostly below about 27%
Target sequence (Q96LD8 whole entry, looked up): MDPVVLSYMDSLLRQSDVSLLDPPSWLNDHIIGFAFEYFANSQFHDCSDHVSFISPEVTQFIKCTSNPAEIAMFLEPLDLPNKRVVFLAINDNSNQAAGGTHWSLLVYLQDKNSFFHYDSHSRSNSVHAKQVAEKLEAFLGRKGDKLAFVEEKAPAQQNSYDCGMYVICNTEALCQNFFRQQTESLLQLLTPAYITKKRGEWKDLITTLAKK
PfG6PD inh = PfG6PD (Plasmodium falciparum) enzyme inhibition; PfGluPho enzyme, NADPH resazurin-diaphorase fluorescence; inhibition, % at 20 µM; 350,000 tested, 0.78% active; AID 504690;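 active = inhibition reaching at least a set limit at 20 µM in the primary screen, cut at about 59% in these data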;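 note: 0% = DMSO wells with substrate and 100% = DMSO wells lacking glucose-6-phosphate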
SENP6 inh = blocks the human protease SENP6. Q9GZR1. Recombinant SENP6 catalytic domain, aminoluciferin luminescence. inhibition, % at 10 µM. 330,000 tested, 1.8% active. AID 2599;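 active = inhibition above about 50% at the single tested dose, limit read from the data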;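 note: plate controls were DMSO wells with enzyme for no effect and DMSO wells lacking enzyme for full effect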
GRIN3A LBD mod = NR3A (human) ligand-binding domain modulation; AID 1259313; Tm shift relative to glycine control, % at 25 µM; NR3A LBD differential scanning fluorimetry, Tm shift; 0% = protein alone, 100% = glycine-bound protein; 340,000 tested, 2.5% active;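 active = melting temperature shift of at least 10% of the positive control shift, at one fixed dose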
ATG4B inh = ATG4B (human) cysteine protease inhibition. ATG4B cleavage of LC3-PLA2, NBD-HPC fluorescence, 1 h. inhibition, % at 8.33 µM. AID 504462. Q9Y4P1. 340,000 tested, 0.51% active; in the data active = inhibition above about 40%
SENP7 block = inhibitors of human SENP7 protease; 330,000 tested, 1.5% active; Q9BQF6; inhibition, % at 5 µM; recombinant SENP7, Z-RLRGG-aminoluciferin luminescence, 40 min;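 active = inhibition above about 50% at the single test dose, limit read from the data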;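 note: plate controls were DMSO with enzyme for no effect and no enzyme buffer wells for full effect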
MPTP block = permeability transition pore inhibition | 360,000 tested, 1.4% active | isolated mouse mitochondria, Ca2+ swelling absorbance, 30 min | inhibition, % at 10 µM | AID 602449;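 active = inhibition of 50% or more, scaled per plate between neutral and stimulator controls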;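 note: 0% = DMSO wells given calcium and 100% = 1 mM EGTA wells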
HKDC1 inh = blocks human hexokinase HKDC1 activity | 340,000 tested, 0.16% active | inhibition, % at 20 µM | recombinant HKDC1, G6PDH/diaphorase resazurin coupled fluorescence | Q2TB90;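 active = inhibition above about 35% when tested at 20 µM, limit read from the data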;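 note: plate controls were DMSO wells with enzyme for no effect and DMSO wells lacking enzyme for full effect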
Target sequence (Q2TB90 whole entry, looked up): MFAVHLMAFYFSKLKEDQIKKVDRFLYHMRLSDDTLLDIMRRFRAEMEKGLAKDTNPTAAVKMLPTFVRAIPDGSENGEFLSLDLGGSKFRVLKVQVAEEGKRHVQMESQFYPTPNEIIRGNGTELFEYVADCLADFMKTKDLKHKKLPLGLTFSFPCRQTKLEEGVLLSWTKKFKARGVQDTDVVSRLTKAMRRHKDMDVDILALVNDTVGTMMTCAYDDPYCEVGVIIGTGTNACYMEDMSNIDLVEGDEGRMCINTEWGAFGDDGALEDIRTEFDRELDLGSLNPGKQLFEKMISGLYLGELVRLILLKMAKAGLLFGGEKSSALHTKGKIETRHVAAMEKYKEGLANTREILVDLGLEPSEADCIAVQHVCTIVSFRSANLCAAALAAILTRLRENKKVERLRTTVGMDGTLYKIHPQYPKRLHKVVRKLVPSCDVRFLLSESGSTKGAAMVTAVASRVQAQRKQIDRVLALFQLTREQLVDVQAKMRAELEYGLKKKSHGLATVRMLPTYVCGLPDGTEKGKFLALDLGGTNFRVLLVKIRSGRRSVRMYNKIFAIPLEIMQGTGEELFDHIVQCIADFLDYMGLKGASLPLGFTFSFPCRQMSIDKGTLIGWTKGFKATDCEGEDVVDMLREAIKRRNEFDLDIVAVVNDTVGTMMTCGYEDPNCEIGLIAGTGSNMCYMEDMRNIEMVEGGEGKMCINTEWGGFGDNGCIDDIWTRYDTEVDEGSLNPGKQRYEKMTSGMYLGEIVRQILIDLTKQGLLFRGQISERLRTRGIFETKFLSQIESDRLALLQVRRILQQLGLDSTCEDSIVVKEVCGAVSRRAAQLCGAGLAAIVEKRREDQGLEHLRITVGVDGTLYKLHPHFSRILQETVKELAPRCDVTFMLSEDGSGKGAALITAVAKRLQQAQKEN
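Test system: recombinant HKDC1 (HK5) hexokinase enzyme, produced in-house / Doses: 20 µM test compound, 1% DMSO / Timing: 90 min, room temperature / Detection: G6PDH/diaphorase-coupled fluorescence, 1 mM NADP, 100 µM resazurin, 525/613 nm / Control set: DMSO wells with and without enzyme mix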
* = called active by the depositor; · = not tested or not shown. Not a hit list; 6.9% or so of the library scored in one or more.

SMILES	SENP8 block	PfG6PD inh	SENP6 inh	GRIN3A LBD mod	ATG4B inh	SENP7 block	MPTP block	HKDC1 inh
Cc1cc(C(=O)CSc2nnnn2C)c(C)n1-c1cccc(F)c1	20.1	40.2	8.3	-0.3	-2.2	22.7	0.3	-5.0
CC(=O)c1cc(-c2ccccc2)n(CCC(=O)NC2CCC(C)CC2)c1C (centres undefined)	6.4	8.3	-15.6	-1.1	-7.7	-4.9	2.6	-5.2
O=[N+]([O-])c1cccc(OCCN2CCC(Cc3ccccc3)CC2)c1	17.5	-2.1	14.4	0.8	6.2	7.9	2.7	0.7
CC(=O)N1c2c(ccc3ccccc23)C(C)CC12CCCCC2 (centres undefined)	19.2	-12.3	9.7	1.7	-4.8	4.3	4.8	8.1
O=C(COC(=O)c1cc([N+](=O)[O-])ccc1NCc1ccccc1)NC1CCCc2ccccc21 (centres undefined)	30.9	5.5	-4.8	-0.8	-0.6	-0.6	-3.5	-4.3
CCCCn1c(N)c(N(C)C(=O)c2ccc(OCC3CCCO3)cc2)c(=O)[nH]c1=O (centres undefined)	4.9	-9.1	-4.2	1.0	-4.6	1.4	0.3	-2.1
CC(=O)Nc1c(O)nc(C)[nH]c1=O	·	4.7	-11.3	0.5	-2.7	13.4	·	-7.8
Cc1sc2ncnc(Sc3nnnn3-c3ccc(Cl)cc3)c2c1C	-84.9	5.2	-1.7	-1.8	-1.2	2.2	6.4	13.2
C=CCSc1nnc(COc2ccc(=O)n(-c3ccccc3)n2)n1CC	12.1	10.9	-10.3	-0.4	-5.0	3.0	-0.3	-2.1
CC(C)c1ccc(/C=C2\CC/C(=C\C=N\N(C)C)C2=O)cc1	1.8	11.5	-4.9	-0.3	0.0	8.7	1.4	-1.4
Cc1nc2ncnn2c(N2CCC(C(=O)NC3CCCC3)CC2)c1Cc1ccccc1	5.6	-17.0	1.9	-0.2	-0.3	-2.8	-1.4	-0.9
CN(c1ccc(C(=O)N2CCN(Cc3ccccc3)CC2)cc1)S(=O)(=O)c1ccc(Cl)cc1	18.5	0.2	-13.9	0.1	4.3	3.6	1.2	0.4

Part of the list above, limited to MPTP block and SENP7 block:
| molecule | MPTP block | SENP7 block |
| --- | --- | --- |
| CC(C)c1ccc(/C=C2\CC/C(=C\C=N\N(C)C)C2=O)cc1 | 1.4 | 8.7 |
| CC(=O)N1c2c(ccc3ccccc23)C(C)CC12CCCCC2 (centres undefined) | 4.8 | 4.3 |

As entered above:
GRIN3A LBD mod with `CN(c1ccc(C(=O)N2CCN(Cc3ccccc3)CC2)cc1)S(=O)(=O)c1ccc(Cl)cc1` reads 0.1
ATG4B inh with `C=CCSc1nnc(COc2ccc(=O)n(-c3ccccc3)n2)n1CC` reads -5.0
HKDC1 inh with `Cc1cc(C(=O)CSc2nnnn2C)c(C)n1-c1cccc(F)c1` reads -5.0
SENP8 block with `CC(=O)c1cc(-c2ccccc2)n(CCC(=O)NC2CCC(C)CC2)c1C` (centres undefined) reads 6.4

More records
SMILES	SENP8 block	PfG6PD inh	SENP6 inh	GRIN3A LBD mod	ATG4B inh	SENP7 block	MPTP block	HKDC1 inh
COC(=O)c1cc(NC(=O)COC(=O)CCc2c[nH]c3ccccc23)cc(C(=O)OC)c1	2.5	2.4	-10.9	10.7*	-20.8	-2.8	-0.9	5.3
Cc1ccc(-c2csc(NC(=O)c3ccc(-c4ccccc4)cc3)n2)o1	-92.4	59.5*	15.2	-10.9	-9.0	14.9	1.6	4.1
CCN([C@H](CO)CC(C)C)S(=O)(=O)c1ccccc1	11.4	0.1	·	-5.1	0.8	-3.5	0.4	5.0
COC(=O)/C=C1\SC(=NC(=O)c2ccc(C)cc2)NC1=O	4.6	-12.8	6.4	-1.9	16.4	-5.8	-0.6	1.3
O=C(Nc1ccc(Oc2ccccc2)cc1)C1CCCN(c2ncccn2)C1 (centres undefined)	-44.4	11.6	0.4	-10.9	-2.6	1.8	-0.4	-3.3
COc1ccc(C2NS(=O)(=O)N=C2N)cc1 (centres undefined)	6.7	-8.5	0.0	-2.4	-10.2	2.6	0.3	2.3
N#Cc1c(N)n(CCOC(=O)c2cccc([N+](=O)[O-])c2)c2nc3ccccc3nc12	-464.2	8.0	0.0	1.4	-13.8	11.2	1.8	8.9
Cc1ccc(S(=O)(=O)NNC(=O)C2COc3ccccc3O2)cc1C (centres undefined)	23.7	-14.9	-7.3	1.5	-7.6	5.0	0.3	2.2
O=C(Oc1csc(=S)n1C(=O)c1ccccc1)c1ccccc1	17.1	55.0	-8.5	-1.9	-4.7	9.8	1.8	1.1
COC(=O)c1c(NC(=O)CC2SC(N)=NC2=O)sc(C)c1C (centres undefined)	-18.4	-10.0	-2.3	3.0	5.4	-2.2	0.6	3.8
COc1ccc(Nc2nc(N)nc(CN3CCN(c4ccccn4)CC3)n2)cc1	14.8	5.9	-3.3	-0.3	-2.6	-1.3	-4.7	-4.1
CC1Oc2ccccc2N(CC(=O)NCc2cccs2)C1=O (centres undefined)	14.2	-8.2	-0.3	0.1	4.9	-4.9	0.2	9.9
COC(=O)c1sccc1NS(=O)(=O)c1ccc(F)cc1F	22.5	-10.9	-14.3	0.5	3.6	6.4	1.6	-4.8
COC(=O)[C@@H]1C[C@@]2(O)[C@@H](O)[C@@H](O)[C@@H](O)C[C@H]2N1CC(c1ccccc1)c1ccccc1	24.2	7.1	-11.0	2.3	0.3	-1.1	0.2	-3.0
COc1ccc(NC(=O)Cn2cnc3sc(C)c(S(=O)(=O)N4CCN(C)CC4)c3c2=O)cc1OC	9.8	-1.9	11.1	-0.8	4.7	6.6	-1.5	-3.2
Cn1c(=O)c2[nH]c(COc3ccc(C(C)(C)C)cc3)nc2n(C)c1=O	26.7	-25.3	7.6	-3.4	-3.0	-4.1	95.9*	2.4
CCN1CCN(CC(=O)c2cc(Cl)ccc2Cl)CC1	5.0	-1.3	-10.3	0.5	-3.9	0.3	0.9	-4.5
COCCn1c(SCC(=O)Nc2ccccc2)nnc1-c1ccoc1C	5.8	-4.1	-28.0	0.8	-1.2	-4.6	0.8	-0.9
COc1cc(/C=C2/C(=O)NN(c3ccc(F)cc3)C2=O)cc(Cl)c1O	23.0	5.1	-8.4	-16.5	2.5	-7.4	0.4	8.5
COc1ccc(C(C)=O)cc1COC(=O)c1ccc(S(=O)(=O)N(C)C)cc1	9.1	-8.8	0.5	-2.3	0.8	7.5	0.9	27.9
COc1ccc(C(O)P(=O)(OCC(C)C)c2ccc(N(C)C)cc2)c(OC)c1 (centres undefined)	16.9	-8.2	-1.4	0.5	-1.5	-6.1	3.1	-6.0
CCN(CC)S(=O)(=O)c1ccc(/C=C/C(=O)OCC(=O)NNC(=O)c2ccc(OC)cc2)cc1	13.2	-14.3	-5.0	1.5	-8.7	-1.1	-1.2	2.2
C/C(=C\C(=O)c1ccc(Br)cc1)NCc1ccc(C)cc1	-10.5	12.8	-18.5	-0.8	7.2	-2.8	6.4	0.5
CCOC(=O)C1CCN(C(=O)c2oc3ccc(S(=O)(=O)N4CC(C)CC(C)C4)cc3c2C)CC1 (centres undefined)	18.3	-16.2	-2.0	-2.2	-9.3	2.9	3.1	0.3
CCCCN(C(=O)CSc1ncn[nH]1)c1c(N)n(Cc2ccccc2)c(=O)[nH]c1=O	1.3	7.0	-0.1	3.9	-52.5	6.1	0.0	-7.1
Cc1ccc(/C=N/NC(=O)c2ccco2)cc1	14.2	-0.6	41.4	-1.5	14.7	34.3	2.4	-2.6
CC(O)c1nc2ccccc2n1Cc1nnc(-c2ccc(Cl)cc2)o1 (centres undefined)	-42.8	12.3	-15.2	-0.6	-17.8	7.0	0.8	3.1
CCN(C(=O)CSc1nc2ccc(OC)cc2[nH]1)c1c(N)n(Cc2ccccc2)c(=O)[nH]c1=O	-4.6	4.0	-3.9	1.9	-6.5	-1.7	0.2	-5.9
CCOC(=O)c1ccc(NC(=S)N2CCN(C)CC2)cc1	11.4	10.4	3.3	-3.9	-0.2	2.7	-0.1	-6.1
Cc1cccc2nc(C(=O)Nc3cccc(C(=O)NC4CC4)c3)cn12	7.7	17.6	-2.8	5.1	-9.5	5.6	-0.2	5.9
O=C(CSc1nc(O)cc(=O)n1C1CCCC1)Nc1cccc(Cl)c1Cl	-13.6	-15.1	0.8	-6.0	11.5	3.9	5.2	-2.5
CCOC(=O)c1cc(S(=O)(=O)NC2CCN(C(=O)OCC)CC2)cn1C	25.8	11.5	-4.2	-1.4	-4.6	3.3	40.9	-10.7
CCN(CC)C(=O)Cn1cnc2sc(C(=O)N3CCN(c4ccc(F)cc4)CC3)c(C)c2c1=O	4.9	17.9	-21.6	-1.4	-0.6	-6.0	0.2	1.8
Cc1c(C)n(C)c2ccc(C(=O)NCCN3CCOCC3)cc12	-174.4	-6.5	4.3	1.2	-1.2	1.5	-1.3	0.1
CCOC(=O)c1cnn(-c2nc(SC)nc3sc4c(c23)CCC4)c1N	2.2	-0.7	-15.5	-0.1	-3.3	-4.1	-0.4	28.5
CCCCOC(=O)c1ccc(-c2ccc(/C=N/NC(=S)NCC)o2)cc1	-342.0	-1.5	9.6	-2.3	2.6	3.8	0.9	-10.8

An excerpt from above in order of the MPTP block value, rising.
Structure	MPTP block
Cc1c(C)n(C)c2ccc(C(=O)NCCN3CCOCC3)cc12	-1.3
CCN(C(=O)CSc1nc2ccc(OC)cc2[nH]1)c1c(N)n(Cc2ccccc2)c(=O)[nH]c1=O	0.2
CC(O)c1nc2ccccc2n1Cc1nnc(-c2ccc(Cl)cc2)o1 (centres undefined)	0.8
CCCCOC(=O)c1ccc(-c2ccc(/C=N/NC(=S)NCC)o2)cc1	0.9

New compounds follow
SMILES	SENP8 block	PfG6PD inh	SENP6 inh	GRIN3A LBD mod	ATG4B inh	SENP7 block	MPTP block	HKDC1 inh
COc1cccc(CNC(=O)c2cc3c(C)nc4ccccc4c3o2)c1	-7.9	8.4	-5.8	-8.7	-17.9	-8.9	59.9*	-2.0
CCCn1c(SCC(=O)Nc2nnc(C)s2)nnc1C1CC1	5.5	7.7	-11.3	-1.1	-7.5	3.1	-2.9	-2.8
O=C(c1ccccc1)c1cccc[n+]1[O-]	23.2	-1.5	-4.6	0.1	-2.9	-8.8	0.0	2.2
CCOc1ccccc1NC(=O)C(OC(=O)c1ccc(O)cc1)c1ccccc1 (centres undefined)	12.1	-1.4	-18.7	25.9*	-8.9	-7.8	88.6*	-4.5
COc1ccc2c(=O)c(C(=O)NCc3ccccc3)c[nH]c2c1	5.4	-3.3	17.5	-1.2	-1.9	-12.5	0.0	-2.9
CC(C)OC(=O)c1cccnc1SCc1cc(=O)n2ccccc2n1	-230.1	-16.2	0.8	0.0	0.0	9.1	-0.2	-0.2
CCOC(=O)c1ccc(Oc2c(C)oc3c(CN4CCN(C)CC4)c(O)ccc3c2=O)cc1	-500.0	-4.8	1.3	-0.5	6.1	1.6	14.5	-6.1
CC1CCN(C(=O)CCNS(=O)(=O)c2ccc(Cl)cc2)CC1	8.2	-5.6	-20.0	-1.8	-6.4	0.9	-1.0	4.8
COc1ccc(C(=O)NCCC(=O)NCc2cc(=O)n(C)c(=O)n2C)cc1	8.5	-2.0	-13.3	-3.0	-4.3	5.3	-1.5	-5.4
COC(=O)C(O)(CC(=O)Nc1ccc(OC)cc1)C(F)(F)F (centres undefined)	11.1	3.3	-19.5	-0.2	-8.4	0.3	0.3	0.2
CC(C)C[C@H](NC(=O)N1CC(=O)Nc2ccccc21)C(=O)N1CCC[C@H]1C(=O)O	31.6	-12.1	-19.9	-1.9	-7.0	13.3	1.2	-0.6
FC(F)(F)c1cc(-c2ccco2)nc(N2CCOCC2)n1	-151.9	10.6	0.8	0.4	1.0	0.6	1.3	0.7
O=C(NCC1CCCO1)NC1CCCCC1 (centres undefined)	12.3	-9.2	-10.2	-0.4	-4.9	0.9	1.8	-10.5
CCC(CC)C(=O)Nc1nnc(S(=O)(=O)N2CCCCCC2)s1	3.3	5.7	-5.9	1.8	-10.3	0.9	-1.3	-0.4
Cc1cc(C)nc(SCc2ccc(C(=O)N/N=C/c3ccncc3)cc2)n1	12.4	-7.6	-0.8	-1.0	-5.3	-5.6	1.2	-6.6
COc1ccc(/C=N/Nc2cc(C)nc3c(C)cccc23)cc1	-302.5	76.1*	1.1	6.6	-5.2	11.9	21.0	-3.4
